# FAS-TE inh – FAS thioesterase domain inhibitors, primary screen, biochemical, fluorescence intensity, uHTS. 360,000 tested, 0.67% active. recombinant FAS-TE, OMFH fluorogenic substrate, fluorescence endpoint. inhibition, % at 15 µM. Fatty acid synthase (Homo sapiens), P49327;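 active = compounds whose normalised, plate-corrected inhibition of enzyme fluorescence in the single-dose primary screen is 50% or more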;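 also: 0% = DMSO with enzyme and 100% = substrate without enzyme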
# MT1-MMP act inh – blockers of MT1-MMP proenzyme processing, primary screen, HT1080 RFP-PRO-GFP cells, GFP/RFP fluorescence | Matrix metalloproteinase-14 (Homo sapiens), P50281 | GFP/RFP ratio fluorescence, overnight; percent of plate control window, DMSO zero | GFP/RFP ratio change, % at 20 µM | 360,000 tested, 0.061% active | AID 651647, 2012;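 active = GFP/RFP ratio change of at least 30% with cell ATP level not reduced by more than half and red fluorescence within 50% of control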; also: strong numbers were not always called active
#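 Assay system: HT1080 RFP-PRO-GFP cells. Benchmarks: DMSO vehicle wells and RFP-L50D-GFP reporter cell wells. Times: overnight cell settling, then overnight compound exposure, 37 °C, 5% CO2. Compound: 20 µM single dose, 1% DMSO. Read-out basis: GFP/RFP fluorescence ratio.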
# NRP1-CendR mod – modulators of CendR peptide binding to NRP-1, primary screen, biochemical, fluorescence polarization, uHTS; inhibition, % at 25 µM; AID 602438, 2012; Neuropilin-1 (Homo sapiens), O14786; 360,000 tested, 0.85% active; FAM-RPARPAR peptide binding to NRP-1;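 active = inhibition or corrected inhibition above about 18%, plus a signal ratio from 0.5 to 1.5, limit read from the data, passing the limit was not always enough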; also: strong numbers were not always called active
# eLon inh – inhibitors of E. coli Lon protease, primary screen, biochemical, fluorescence polarization | purified E. coli Lon protease | inhibition, % at 7.94 µM | P0A9M0 | AID 602123, 2011 | 360,000 tested, 0.42% active; in the data active = inhibition above about 13%, passing the limit was not always enough;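 also: 0% = enzyme with probe and DMSO and 100% = no enzyme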
# Target sequence (P0A9M0 whole entry, looked up): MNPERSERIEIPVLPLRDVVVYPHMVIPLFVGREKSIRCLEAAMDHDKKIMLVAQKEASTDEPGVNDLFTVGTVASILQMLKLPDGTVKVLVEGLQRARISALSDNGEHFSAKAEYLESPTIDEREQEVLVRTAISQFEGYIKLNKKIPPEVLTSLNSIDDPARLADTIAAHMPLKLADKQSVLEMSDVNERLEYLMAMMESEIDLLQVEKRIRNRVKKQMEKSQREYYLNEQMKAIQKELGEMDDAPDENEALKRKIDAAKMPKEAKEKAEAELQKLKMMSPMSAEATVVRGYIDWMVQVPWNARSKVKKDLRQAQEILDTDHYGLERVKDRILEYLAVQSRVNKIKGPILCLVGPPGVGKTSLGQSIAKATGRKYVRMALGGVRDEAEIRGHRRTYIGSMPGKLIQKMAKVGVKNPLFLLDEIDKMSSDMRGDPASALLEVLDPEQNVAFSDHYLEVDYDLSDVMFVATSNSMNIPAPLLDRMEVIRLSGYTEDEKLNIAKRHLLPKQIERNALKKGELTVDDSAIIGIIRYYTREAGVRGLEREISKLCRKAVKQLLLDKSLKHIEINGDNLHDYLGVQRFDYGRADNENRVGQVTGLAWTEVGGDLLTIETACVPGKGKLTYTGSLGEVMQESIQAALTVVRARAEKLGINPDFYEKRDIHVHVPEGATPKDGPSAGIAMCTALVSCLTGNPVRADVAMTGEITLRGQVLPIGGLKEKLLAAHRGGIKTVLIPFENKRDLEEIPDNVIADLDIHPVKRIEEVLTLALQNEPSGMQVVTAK
# MsrA inhibitor – bovine MsrA enzyme inhibitors, primary screen, biochemical, absorbance, HTS. purified bovine MsrA, absorbance read-out. inhibition, % at 15.5 µM. 360,000 tested, 0.75% active; in the data active = inhibition above about 4.5%;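 also: 0% = vehicle wells with enzyme and 100% = reference inhibitor wells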
# SKN-1 inh – suppressors of acrylamide-induced Pgst-4::GFP reporter in worms, primary screen, SKN-1 inhibitor project, whole organism, uHTS, GFP/RFP fluorescence ratio, strain VP596. 360,000 tested, 0.49% active. C. elegans VP596 Pgst-4::GFP/RFP ratio, 24 h. inhibition, % at 21.8 µM;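 active = interference check ratio from 0.5 to 1.5 plus GFP to RFP signal ratio inhibition reaching or exceeding a fixed threshold, cut at about 30% in these data, passing the limit was not always enough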; also: some compounds called inactive have numbers as strong as hits
# bovine MsrA act – bovine MsrA enzyme activators, primary screen, biochemical, absorbance, HTS. Methionine sulfoxide reductase A (Bos taurus). purified bovine MsrA, absorbance read-out. activation, % at 10.6 µM. 360,000 tested, 0.3% active. AID 602163, 2012; in the data active = activation above about 7.5%;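 also: 0% = vehicle and 100% = reference activator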
# Tb MetRS inh – T. brucei MetRS inhibitors, primary screen, biochemical, luminescence; methionyl-tRNA synthetase (Trypanosoma brucei brucei); inhibition, % at 11.9 µM; AID 624268, 2012; purified T. brucei MetRS, ATP depletion, Kinase-Glo luminescence; 360,000 tested, 0.4% active;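 active = inhibition above a per-plate cutoff of the control wells' mean inhibition plus 3 SD, cut at about 5.5% in these data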;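 also: 0% = DMSO wells median and 100% = median of wells with control inhibitor compound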
#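 Dosing: 11.9 µM single point; system: parasite MetRS enzyme; technique: luminescence of leftover ATP; times: 15 min enzyme-compound preincubation, 2 h reaction, 10 min detection, 25 °C; replicates: each compound tested once; read-out basis: percent inhibition relative to median high and low control wells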
# PABP1 MLLE inh – inhibitors of PABP1 MLLE–PAM2 peptide binding, primary screen, biochemical, fluorescence polarization, FITC-PAM2, GST-MLLE; Polyadenylate-binding protein 1 (Homo sapiens), P11940; inhibition, % at 20 µM; 360,000 tested, 0.36% active; AID 588489, 2011; in the data active = inhibition above about 35%, passing the limit was not always enough;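 also: plate controls were DMSO wells with GST-MLLE for no effect and wells lacking GST-MLLE protein for full effect; some results filed as inactive read as strong as hits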
# Active calls of the source: *; x = no result given.
1) COc1cccc(CC2(CO)CCCN(Cc3cn(C)c4ccccc34)C2)c1 (stereo not drawn)
2) Cc1cccc(C)c1NC(=O)c1cc(-c2ccccn2)nc2ccccc12
3) CCOc1cc(N2CCOCC2)c(OCC)cc1NC(=O)COC(=O)COc1ccc(C#N)cc1
4) O=C(c1cccc([N+](=O)[O-])c1)N1CCN(c2n[nH]c(=O)[nH]c2=O)CC1
5) COc1ccc(CC(=O)OCC(=O)Nc2ccc3c(c2)OCCO3)cc1OC
6) COC(=O)N/N=C/c1cc(Cl)cc(Cl)c1OCc1ccc(F)cc1

compound no.,1,2,3,4,5,6
Tb MetRS inh,-1.1,-0.1,-0.2,-0.5,-0.6,-0.9
bovine MsrA act,-7,0,-1,-4,3,-12
MsrA inhibitor,-0.8,3.0,0.8,-0.3,-1.0,-0.3
SKN-1 inh,2,-1,-2,12,-2,1
PABP1 MLLE inh,-8,-7,3,9,3,-2
eLon inh,-1,0,2,5,0,1
MT1-MMP act inh,-7,-2,0,2,-4,6
NRP1-CendR mod,1,-2,14,7,9,-11
FAS-TE inh,-6,2,-3,-4,-11,9

7) COc1ccc(/C=C/C(=O)NC(=S)NNC(=O)c2cc(OC)c(OC)c(OC)c2)cc1OC
8) COC(=O)c1ccc(N=NNc2ccc(C(=O)OC)cc2)cc1
9) CC1CCC2(CC1)NC(=O)N(CC(=O)c1ccc[nH]1)C2=O (stereo not drawn)
10) CC(c1ccon1)N(C)C(=O)CCc1nnc(CCCCc2ccccc2)o1 (stereo not drawn)
11) O=C(C1CCCCC1)N1CCC2CC1c1cc(-c3ccc4c(c3)OCO4)ccc12 (stereo not drawn)
12) O=C1CCC(C(=O)N2CCC(CO)(Cc3ccc(Cl)cc3)CC2)=NN1

compound no.,7,8,9,10,11,12
Tb MetRS inh,-0.9,-0.3,-0.6,-0.1,0.0,-0.5
bovine MsrA act,-4,-2,-4,-2,-3,6
MsrA inhibitor,4.5,1.1,-1.3,-0.3,-0.3,0.0
SKN-1 inh,2,-4,8,-4,15,-13
PABP1 MLLE inh,-12,-5,5,2,6,-2
eLon inh,7,12,-10,-3,-5,-4
MT1-MMP act inh,8,-1,2,-6,1,-1
NRP1-CendR mod,-18,0,-9,14,-1,13
FAS-TE inh,6,-7,-8,-6,15,-3

13) CC(C)CNc1ncnc2c1ncn2[C@H]1CN(C2CCCC2)C[C@@H](CO)O1
14) CN(C)S(=O)(=O)c1ccc(N2CCCC2)c(C(=O)Nc2ccc(F)cc2F)c1
15) O=C(c1ccc(F)cc1)C1CCN(C(=O)c2c(F)cccc2F)CC1
16) COc1ccc(-c2nc3c(Br)c(N)c(Br)cc3o2)cc1
17) CC1=NN(C(=O)c2ccc(C)o2)C(O)(c2ccccc2)C1 (stereo not drawn)
18) COc1ccc(S(=O)(=O)NCC(=O)N(CC(=O)NC(C)(C)C)Cc2cccs2)cc1

compound no.,13,14,15,16,17,18
Tb MetRS inh,-0.4,-0.3,-0.3,-0.5,-1.0,-0.1
bovine MsrA act,-2,-2,-3,-2,-3,-7
MsrA inhibitor,1.3,1.0,0.7,x,-0.3,-0.6
SKN-1 inh,9,6,25,14,-4,0
PABP1 MLLE inh,-8,-64,-5,1,10,-6
eLon inh,-1,7,4,6,1,-1
MT1-MMP act inh,2,-2,-2,-3,1,0
NRP1-CendR mod,-6,2,1,-12,-3,5
FAS-TE inh,-12,4,-4,-2,-10,-4

19) COc1ccc(Cl)cc1N(CC(=O)Nc1ccccc1C(=O)N1CCOCC1)S(C)(=O)=O
20) O=[N+]([O-])c1ccc(NC(=S)N2CCOCC2)cc1
21) COCCOC(=O)N1CCCCC1c1cc(C(=O)NCc2ccc(Cl)c(Cl)c2)no1 (stereo not drawn)
22) COc1ccc(-c2cc(-c3cc(C)ccc3O)[nH]n2)cc1
23) COc1ccc(-c2ccc(CCC(=O)O)n2-c2ccccc2OC)cc1
24) C=CCC(CC=C)(NC(=O)c1cccc(C)c1)c1ccccc1

compound no.,19,20,21,22,23,24
Tb MetRS inh,-0.5,0.1,-0.3,-0.4,-0.5,0.2
bovine MsrA act,-3,-7,-2,-6,1,-4
MsrA inhibitor,-0.6,1.4,0.9,0.5,-0.9,-0.8
SKN-1 inh,-10,-6,-3,6,3,-2
PABP1 MLLE inh,1,-29,-4,-10,2,-5
eLon inh,-4,3,1,2,-15,-6
MT1-MMP act inh,0,0,0,-13,4,1
NRP1-CendR mod,9,-16,-8,-1,8,-14
FAS-TE inh,-6,-11,12,15,-5,-2

25) COc1cccc(-c2cc(C(=O)NCCCN3CCOCC3)no2)c1
26) O=C(O)Cn1cnc2c(=S)nc[nH]c21
27) CCCSc1ccc([C@@H]2[C@@H]3C(=O)N(C)C(=O)[C@@H]3[C@]3(C(=O)OC)CCCCN23)cc1OC
28) Cc1ccc(C(=O)OCC(=O)Nc2cc(S(=O)(=O)N3CCOCC3)ccc2C)cc1
29) O=C(Nc1ccc(F)cc1)C1CCCN1S(=O)(=O)c1cccc2nsnc12 (stereo not drawn)
30) O=C(C1CCOCC1)N1CCCC(N2CCN(c3cccc(C(F)(F)F)c3)CC2)C1 (stereo not drawn)

compound no.,25,26,27,28,29,30
Tb MetRS inh,-0.6,-0.5,-0.4,0.0,0.4,-0.4
bovine MsrA act,-3,2,0,0,-2,-6
MsrA inhibitor,-0.3,1.2,1.6,2.1,-0.7,-0.4
SKN-1 inh,-12,2,-3,-10,-6,-8
PABP1 MLLE inh,-4,27,12,-4,-3,-23
eLon inh,1,-4,0,-1,-7,-3
MT1-MMP act inh,2,1,-2,0,6,3
NRP1-CendR mod,7,7,-6,-4,-14,-1
FAS-TE inh,-1,-2,1,-1,-6,-4

31) Cc1ccc(-c2nc3ncccc3o2)cc1NC(=S)NC(=O)c1ccco1
32) COc1ccc(C2=NOC(Cn3nc(C(=O)NCc4cccc(Br)c4)cc3-c3ccccc3)C2)cc1 (stereo not drawn)
33) O=C(COC(=O)c1cc(Cl)ccc1Cl)NCCN1C(=O)CSC1=O
34) CCOC(=O)C1=CCC(C(C)(C)C)N(S(=O)(=O)c2ccc(C)cc2)C1 (stereo not drawn)
35) CC(=O)N1CCC2(CC1)C(C#N)=C(N)Oc1n[nH]c(C)c12
36) Cc1nc2nc(C)n(-c3ccccc3)c2s1

compound no.,31,32,33,34,35,36
Tb MetRS inh,-0.6,-0.1,-0.8,-0.6,-0.2,-0.2
bovine MsrA act,-5,0,-1,-1,-8,-6
MsrA inhibitor,-1.1,0.9,-0.6,-0.3,1.0,-0.8
SKN-1 inh,4,3,9,-2,26,2
PABP1 MLLE inh,33,-9,5,1,12,-92
eLon inh,-5,10,-14,-4,-7,-9
MT1-MMP act inh,0,22,-8,5,4,-3
NRP1-CendR mod,-2,-2,-4,21,0,11
FAS-TE inh,-5,18,-9,13,-7,1

37) O=C(COc1ccc(NS(=O)(=O)c2ccc(F)cc2)cc1)N1CCOCC1
38) CC1(C)Cc2c(cnn2-c2ccc(F)cc2)C(NC(=O)c2ccco2)C1 (stereo not drawn)
39) O=C(NC1CCCCC1)C(c1ccco1)N(C(=O)c1csnn1)c1ccccc1 (stereo not drawn)
40) CCn1ncc([C@@H]2C[C@H]3CN(Cc4cccc(Cl)c4)C(=O)[C@]34CCCN24)c1C
41) COc1ccc(CN2C(=O)CCC2(C)C(=O)NC2CCCCCC2)cc1 (stereo not drawn)
42) C[C@H](CO)N1C[C@H](C)[C@@H](CN(C)C(=O)Nc2ccccc2)Oc2cc(Br)ccc2S1(=O)=O

compound no.,37,38,39,40,41,42
Tb MetRS inh,-0.4,-0.1,-0.1,-0.7,-0.8,-1.2
bovine MsrA act,-1,-3,-2,-4,-4,-2
MsrA inhibitor,2.3,0.0,-0.3,1.2,-0.7,0.4
SKN-1 inh,0,29,21,-8,-9,6
PABP1 MLLE inh,1,3,4,-27,6,8
eLon inh,4,1,-1,-19,-9,-4
MT1-MMP act inh,-2,-2,-4,-10,-9,-1
NRP1-CendR mod,16,7,6,-46,-11,-7
FAS-TE inh,0,0,-2,-2,22,-5

43) C/C(=N/O)c1ccc2c(c1)OCCOCCOc1cc(/C(C)=N/O)ccc1OCCOCCO2
44) O=C(CCCn1c(=S)[nH]c2ccsc2c1=O)Nc1ccc(F)cc1
45) Cc1cc([N+](=O)[O-])nn1CCCC(=O)NCc1ccccc1
46) CC1(C(=O)O)CCCN1C(=O)c1ccccc1OC(F)(F)F (stereo not drawn)
47) O=C1CCCN1C(=O)CCC(=O)N1CCCC1=O
48) CC(=O)N(c1ccccc1)C1SC(=O)N(c2ccccc2)C1=O (stereo not drawn)
49) CCN(C(=O)COC(=O)CCC(=O)c1cccs1)c1c(N)n(Cc2ccccc2)c(=O)[nH]c1=O
50) Cc1cc2oc(=O)cc(CN3CCN(C/C=C/c4ccccc4)CC3)c2cc1O
51) COc1ccc(C(CCN2CCN(c3ccccc3)CC2)c2c(O)cc(OC)cc2OC)cc1 (stereo not drawn)

compound no.,43,44,45,46,47,48,49,50,51
Tb MetRS inh,-0.4,-0.3,-0.3,-0.3,-1.2,-1.1,0.1,0.3,-0.1
bovine MsrA act,-3,4,-4,-1,-5,-9,-6,1,0
MsrA inhibitor,0.0,-0.8,-0.8,0.8,-0.5,-1.2,0.0,0.0,0.0
SKN-1 inh,-11,6,6,23,4,6,-10,3,14
PABP1 MLLE inh,1,-6,11,6,-9,31,-1,14,12
eLon inh,-10,-10,-15,6,-5,-3,3,22*,-2
MT1-MMP act inh,-2,6,-12,2,-2,2,-12,1,-1
NRP1-CendR mod,-4,4,-12,-7,-2,-4,-2,5,-10
FAS-TE inh,-13,-3,13,-2,-12,-6,-4,10,8
